Assay outcomes from PubChem BioAssay.
FXIIa inh: human FXIIa protease inhibitors, primary screen, biochemical, 1536-well. Coagulation factor XII (Homo sapiens), P00748. purified FXIIa, Boc-QGR-AMC fluorogenic substrate, 2 h. inhibition, % at 5 µM. 220,000 compounds, 0.3% hits. AID 800, 2007; in the data active means inhibition above about 40%;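 further: 0% = enzyme with no compound and 100% = blank without enzyme; many of its hits are not listed in these tables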
Target sequence (P00748 20-372 limits assumed): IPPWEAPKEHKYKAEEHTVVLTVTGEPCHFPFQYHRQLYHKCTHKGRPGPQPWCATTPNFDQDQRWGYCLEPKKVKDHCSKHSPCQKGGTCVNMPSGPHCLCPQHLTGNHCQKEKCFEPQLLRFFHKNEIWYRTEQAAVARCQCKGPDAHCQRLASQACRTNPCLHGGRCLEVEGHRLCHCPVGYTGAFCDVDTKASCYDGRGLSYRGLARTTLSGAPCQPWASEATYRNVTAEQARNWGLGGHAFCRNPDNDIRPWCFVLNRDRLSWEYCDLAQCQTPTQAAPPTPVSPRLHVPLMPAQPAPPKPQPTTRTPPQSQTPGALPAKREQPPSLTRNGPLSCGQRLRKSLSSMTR
Target sequence (P00748 373-615 limits assumed): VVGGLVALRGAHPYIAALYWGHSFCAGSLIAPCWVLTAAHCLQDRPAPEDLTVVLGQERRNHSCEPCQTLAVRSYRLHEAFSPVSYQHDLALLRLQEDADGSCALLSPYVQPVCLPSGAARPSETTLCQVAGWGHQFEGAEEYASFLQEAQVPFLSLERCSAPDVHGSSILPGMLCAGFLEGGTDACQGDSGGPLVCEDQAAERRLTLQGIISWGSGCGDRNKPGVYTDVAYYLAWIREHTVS
Hck-Nef inh: inhibitors of Nef-activated human Hck kinase, primary screen, biochemical, Z-Lyte FRET, 384-well, Hck-YEEI; inhibition, % at 20 µM; 220,000 compounds, 0.68% hits; Recombinant Hck-YEEI plus Nef, Z-Lyte FRET kinase assay; AID 463187, 2010;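 active means Hck-Nef kinase inhibition above about 50%, limit read from the data; inactive means inhibition below that limit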;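 further: 0% = DMSO with Hck plus Nef and 100% = Hck alone without Nef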
Rad51 HR inh: human RAD51 strand exchange inhibitors, primary screen, biochemical, fluorescence; DNA repair protein RAD51 homolog 1 (Homo sapiens), Q06609; hRad51 DNA strand exchange, fluorescence dequenching; inhibition, % at 10 µM; 200,000 compounds, 0.085% hits; AID 1385, 2008;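 active means inhibition above 40% at the single screening dose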;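 further: 0% = DMSO control wells and 100% = blanks with heterologous ssDNA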
Target sequence (Q06609 whole entry, looked up): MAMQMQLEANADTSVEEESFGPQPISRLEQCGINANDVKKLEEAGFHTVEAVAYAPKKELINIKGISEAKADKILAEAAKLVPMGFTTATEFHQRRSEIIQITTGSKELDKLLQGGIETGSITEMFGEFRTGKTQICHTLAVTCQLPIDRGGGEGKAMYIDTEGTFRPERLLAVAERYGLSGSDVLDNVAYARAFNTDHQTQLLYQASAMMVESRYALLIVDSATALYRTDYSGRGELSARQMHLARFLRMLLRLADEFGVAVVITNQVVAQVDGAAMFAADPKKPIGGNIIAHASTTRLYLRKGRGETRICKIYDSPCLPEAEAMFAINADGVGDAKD
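System: hRad51 filaments on single-stranded DNA; reagent: Fluorescein- and BHQ1-tagged 47-mer duplex; compound dosing: one concentration, 10 µM final; timing: filaments 15 min 37 °C, then compound 30 min; measured by: fluorescein emission 520 nm, excitation 485 nm; benchmarks: per-plate controls and blanks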
Cl transport mod: KCC2 cotransporter modulators, thallium flux, primary screen, cell-based, HEK293 KCC2, FluoZin-2 fluorescence, MLSMR | AID 1456, 2008 | 190,000 compounds, 2.2% hits | Solute carrier family 12 member 5 (Homo sapiens), Q9H2X9 | B-score of Tl+ flux slope (higher = more flux/activation; lower = inhibition) at 10 µM | KCC2 cells, thallium flux FluoZin-2 fluorescence;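 active means thallium flux slope and its plate-corrected score both differing from the plate sample mean at a set confidence after two filtering rounds, in either direction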;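 further: slope of fluorescence scaled to starting intensity during 10 to 20 s after thallium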
hK5 inh: human KLK5 protease inhibitors, primary screen, biochemical, 1536-well; AID 873, 2007; inhibition, % at 5 µM; Kallikrein-5 (Homo sapiens), Q9Y337; 210,000 compounds, 0.59% hits; recombinant hK5, fluorogenic AMC substrate cleavage;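 active means inhibition of 40% or more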;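 further: 0% = enzyme controls without compound and 100% = no-enzyme blanks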
TNF death inh: inhibitors of TNF-alpha triggered necroptosis, primary screen, cell-based, Jurkat FADD-/-, single concentration. Jurkat FADD-/- TNF necroptosis rescue, ATP luminescence, 24 h; 0 = TNF only, 100 = no-TNF cells. activation (protection from cell death), % at 10 µM. 220,000 compounds, 0.068% hits. AID 463075, 2010;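 active means activation, meaning protection from cell death, of at least 50% relative to plate controls; inactive means activation below 50%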;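 further: necroptosis triggered by 40 ng/mL TNF-alpha added together with compound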
L929 necroptosis: inhibitors of zVAD-triggered necroptosis, primary screen, L929 cells; L929 zVAD necroptosis rescue, ATP luminescence, 24 h; with zVAD 60 µM; AID 1377, 2008; 220,000 compounds, 0.38% hits; viability rescue, % at 10 µM;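 active means activation, scaled between plate controls, above about 75%, limit read from the data; inactive means activation under that limit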;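 further: 0% = zVAD with DMSO and 100% = DMSO alone without zVAD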
FXIa inh 1536: human FXIa protease inhibitors, primary screen, biochemical, 1536-well. Coagulation factor XI (Homo sapiens), P03951. purified FXIa, Boc-Glu-Ala-Arg-AMC fluorogenic substrate. inhibition, % at 5 µM. 220,000 compounds, 0.14% hits;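 active means inhibition of at least 40%; inactive means inhibition below 40%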;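 further: fluorescence of freed AMC excited at 355 nm; 0% = enzyme without compound and 100% = no enzyme blank; many of its hits are not listed in these tables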
thrombin 1536: human alpha-thrombin inhibitors, primary screen, counter-screen for coagulation protease inhibitor project, biochemical, 1536-well, fluorogenic AMC substrate; Prothrombin (Homo sapiens), P00734; Boc-VPR-AMC fluorogenic substrate cleavage; inhibition, % at 5 µM; 220,000 compounds, 0.26% hits; AID 1046, 2008;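 active means inhibition at or above 40%; inactive means inhibition below 40%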;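 further: 0% = enzyme with no compound and 100% = wells without enzyme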
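Material: human alpha-thrombin enzyme / Medium: pH 7.5 Tris (50 mM) with NaCl 150 mM, Tween 20 0.05% / Compound: single-point dosing at 5 µM, 0.2% DMSO / Incubation: enzyme reaction carried out at room temperature / Detection: AMC fluorescence, 355/460 nm / Read-out basis: percent inhibition scaled between no-compound controls and no-enzyme blanks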
Active calls of the source: *; · = not tested or not shown.

Under each structure – FXIIa inh	Hck-Nef inh	Rad51 HR inh	Cl transport mod	hK5 inh	TNF death inh	L929 necroptosis	FXIa inh 1536	thrombin 1536
1	Cc1cc(C(=O)COC(=O)c2ccc(Br)o2)c(C)n1C
 : 4	25	5	0.58	-2	-0.7	2.6	-6	4
2	N#Cc1ccc(NC(=O)COC(=O)C2=COCCO2)cc1
 : 17	2	0	0.063	-1	-1.4	0.5	1	5
3	COc1ccc(S(=O)(=O)Nc2ccccc2C(=O)NC(C)C)cc1OC
 : -1	-12	10	0.32	1	1.6	1.5	3	-4
4	Cc1ccc(N=Cc2c(C)[nH]n(-c3ccccc3)c2=O)nc1
 : 1	14	·	13*	-2	-0.5	0.6	-1	-15
5	COc1ccc(/C=C(\C#N)C(=O)Nc2ccc3[nH]c(=O)[nH]c3c2)cc1
 : 4	71*	0	0.17	-1	-0.1	-0.4	-1	-1
6	Cc1ccc(NC(=O)COC(=O)c2ccc3c(c2)C(=O)N(CCc2ccccc2)C3=O)c(C)c1
 : 7	5	3	1.3	-16	0.6	1.4	3	-4
7	COc1ccc2[nH]cc(S(=O)(=O)c3ccc(C(C)C)cc3)c(=O)c2c1
 : 8	23	6	0.39	-1	1.1	-0.6	1	-6
8	CC1CC(C)CN(S(=O)(=O)c2ccc(C(=O)NCCCn3ccnc3)cc2)C1 (stereo unspecified)
 : -26	-2	11	0.61	-4	-1.5	8.7	-3	-12
9	C=CCOc1ccc(Br)cc1/C=N/O
 : 12	3	3	-0.98	-7	-2.5	0.1	2	0
10	COc1ccccc1N1CC(C(=O)OC(C)C(=O)N2CCCc3ccccc32)CC1=O (stereo unspecified)
 : 21	1	·	1.7	-19	-0.4	0.5	3	-6
11	O=C(O)c1ccc(Cn2cnc3sc4c(c3c2=O)CCCC4)cc1
 : 8	-9	·	0.12	0	2.5	0.1	-1	8
12	CNc1nc(Cl)c(SC)c(N2CCOCC2)n1
 : 7	21	17	-0.24	-6	-1.4	1.7	-2	5
13	COc1ccccc1N/C(=N/S(=O)(=O)c1ccc(C)cc1)c1ccccc1
 : 6	5	1	-0.16	-9	0.6	0.5	1	0
14	O=C(Cc1cccs1)N1CCN(c2nc(-c3ccc(Cl)cc3)cs2)CC1
 : 15	2	3	0.58	1	4.7	-0.1	4	4
15	CCC(=O)N1CC2(c3ccccc3)CN(C(=O)CC)CC(c3ccccc3)(C1)C2=O
 : 8	-16	5	-1	-20	0.3	-0.6	8	1
16	CCc1ccc(CCC(=O)Nc2nnc(C)s2)o1
 : 14	1	7	-1.8	0	0.8	0.0	0	1
17	O=C(NC1CC(=O)c2sccc21)c1cccc(C(F)(F)F)c1 (stereo unspecified)
 : -5	-20	7	0.14	-26	0.7	2.1	-8	-3
18	O=C(c1cccc(Br)c1)N1CCN(C(=O)N2CCCCC2)CC1
 : 6	1	4	-0.38	-8	-0.6	0.5	-6	-5
19	CCCN1CCC(=NNC(=O)c2ccc(Br)o2)CC1
 : 13	0	5	-0.58	-10	-2.0	-0.2	3	1
20	C=C(C)c1cccc(C(C)(C)NC(=O)NC2CC(C)(C)NC(C)(C)C2)c1
 : 3	25	-315	2.6	-2	1.5	0.2	0	·
21	COc1cccc(C2c3[nH]c4ccccc4c3CCN2Cc2cccc(C)n2)c1 (stereo unspecified)
 : 4	-1	·	0.19	·	0.6	-0.5	-3	-3
22	Clc1ccc(SCCCN2CCCCC2)cc1
 : 3	8	-5	·	-4	2.1	-0.8	0	-8
23	COc1ccccc1Oc1ccc(N/C=C2/CCCC2=O)cc1
 : 11	6	-9	-1.1	-5	0.4	3.5	0	-5
24	Cc1nn(CCCC(=O)NCc2ccc(Cl)cc2)c(C)c1[N+](=O)[O-]
 : 9	3	·	0.077	-5	2.2	·	7	3
25	COCCN1CC(O)=C(c2nc3ccccc3c(=O)[nH]2)C1=N
 : 14	3	-12	-0.64	3	-1.1	-0.2	-1	3
26	CC(C)NC(=O)C(Cc1ccccc1)N1C(=O)c2ccccc2C1=O (stereo unspecified)
 : 10	-10	6	-0.17	9	0.7	·	3	-2
27	CCCn1c(=O)c2ccccc2n2c(SCc3nnc(-c4ccccc4Br)o3)nnc12
 : 12	0	-2	-1.6	-11	-4.2	-0.2	-4	-14
28	O=C(Nc1ccccc1)Nc1cccc2nsnc12
 : 10	3	·	-0.62	3	-8.3	0.3	0	3
29	O=c1c([N+](=O)[O-])c(N2CCCC2)c2ccccc2n1-c1ccccc1
 : -1	19	0	0.15	-2	2.0	9.5	-6	-13
30	Cc1cnc(C(=O)Nc2ccc(F)c(F)c2)cn1
 : 14	2	-1	·	-1	-0.3	0.0	-2	4

Hck-Nef inh, what is marked active above.
entry | smiles | FXIIa inh | Hck-Nef inh | Rad51 HR inh | Cl transport mod | hK5 inh | FXIa inh 1536
5 | COc1ccc(/C=C(\C#N)C(=O)Nc2ccc3[nH]c(=O)[nH]c3c2)cc1 | 4 | 71* | 0 | 0.17 | -1 | -1

Remaining list, next part
Under each structure – FXIIa inh	Hck-Nef inh	Rad51 HR inh	Cl transport mod	hK5 inh	TNF death inh	L929 necroptosis	FXIa inh 1536	thrombin 1536
31	COc1ccc(/C=C(\C#N)C(=O)C(C)(C)n2cncn2)cc1
 : 0	1	5	0.74	-10	0.5	0.2	-5	-1
32	CC(=O)N1c2ccccc2Oc2cc3ccccc3cc21
 : 9	2	1	0.45	-16	-0.1	0.7	7	-3
33	COC(=O)c1[nH]c2ccccc2c1NC(=O)CN1CC(C)OC(C)C1 (stereo unspecified)
 : 12	2	15	·	-1	-3.5	0.0	4	0
34	CCN(CC)C(=O)CSc1nc(-c2ccco2)cc(C(F)(F)F)c1C#N
 : 9	13	-2	0.51	-18	1.5	0.0	7	1
35	COc1cccc(N/C(SCc2ccccc2C)=C(/C#N)C(=O)NCc2cccs2)c1
 : 8	2	·	0.41	-20	2.8	-0.1	8	0
36	CCOC(=O)C1=C(C)N(c2ccc(C)cc2)C(=O)/C1=C\c1ccc(O)c(OC)c1
 : 5	-36	-4	0.41	5	-8.9	-0.1	4	0
37	O=C1CSCN1c1ccc(Cl)cc1
 : 4	5	5	-0.064	-18	0.7	2.3	-2	1
38	COc1ccc2c(c1)OC(O)(C(F)F)CC2=O (stereo unspecified)
 : -6	0	-7	1.2	-15	0.6	-0.3	-16	-8
39	CC12CCC(C(=O)NNc3ccc([N+](=O)[O-])cc3)(CC1=O)C2(C)C (stereo unspecified)
 : 2	1	5	0.1	0	1.5	0.1	5	-7
40	COc1ccc(NC(=O)CN2c3cccc4cccc(c34)S2(=O)=O)cc1
 : 14	0	0	0.29	-21	-3.6	1.1	-2	3
41	CCOC(=O)c1ccccc1NC(=O)c1cccc2c1C(=O)N(C1CCN(C(=O)OCC)CC1)C2
 : 14	7	-8	-1.3	11	-2.2	-0.6	6	2
42	COc1ccc(S(N)(=O)=O)cc1C(=O)N1CCCC1
 : 6	-44	2	0.046	3	-0.4	-1.2	-3	-3
43	O=C(NC(c1ccccc1)c1c(O)ccc2ccccc12)c1ccccc1Cl (stereo unspecified)
 : 15	-1	-4	-0.021	6	-3.4	-0.1	3	3
44	Cc1ccc(C(=O)CSc2nnc(-c3ccco3)o2)o1
 : 11	0	-9	-0.069	37	11	0.1	12	18
45	CC(C)c1cc(NCCCN2CCOCC2)n2c(nc3ccccc32)c1C#N
 : -23	54*	-1	-0.68	-75	5.0	3.5	-5	-7
46	O=C(Nc1ccc(NC(=O)c2ccco2)c(Cl)c1)c1ccc2c(c1)OCCO2
 : 13	26	13	-0.0019	-1	-0.9	0.2	0	0
47	Cc1nn(C)cc1C1C2=C(CC(C)(C)CC2=O)OC2=C1C(=O)CC(C)(C)C2
 : 15	2	2	0.76	-11	2.1	-0.6	14	-2
48	Cc1ccc(NS(=O)(=O)c2cc(NC(=O)c3ccc4c(c3)NC(=O)CS4)ccc2Cl)c(C)c1
 : 9	6	20	-1.1	1	-3.6	-0.1	4	-3
49	CCOC(=O)Cc1csc(NC(=O)Cc2ccc(Br)cc2)n1
 : 2	-3	-15	-0.18	-4	2.9	1.4	-6	-12
50	O=C(O)c1ccc2c(c1)C(c1ccccc1)OC2=O (stereo unspecified)
 : 8	1	-6	·	-19	0.5	2.0	-4	-8
51	COC(=O)Cc1c(C)c2ccc(OCC(=O)N(C)C)cc2oc1=O
 : -5	2	0	0.023	-4	1.3	0.0	-11	-9
52	Oc1ccc2ccccc2c1C=NC12CN3CCN(CN(C3)C1)C2
 : 13	5	0	0.52	44*	-6.9	0.0	0	5
53	Cc1noc(C)c1/C=N/Nc1ccccn1
 : 4	28	10	·	-3	45	82*	-1	-2
54	COC(=O)COc1ccc(S(=O)(=O)NCc2ccco2)cc1
 : 10	-11	9	1.2	2	0.2	0.4	-27	-5
55	CC1CCCCC1NC(=O)CN(C)S(=O)(=O)c1cccc2nsnc12 (stereo unspecified)
 : 13	-1	1	-0.2	6	0.1	-0.3	1	3
56	O=C(Nc1ccc(CN2CCCCC2)cc1)c1cccc(F)c1
 : -6	14	14	-1.7	-20	1.4	1.1	-7	0
57	Cc1cccc(OCC(O)CN2CCN(CCN3C(=O)c4cccc5cccc(c45)C3=O)CC2)c1C (stereo unspecified)
 : 4	-2	7	-0.7	-6	-4.7	3.4	-4	1
58	COc1ccc(OC)c(N(CC(=O)Nc2cccnc2)S(=O)(=O)c2ccc(C)cc2)c1
 : -1	-1	6	1.2	-29	0.3	-0.1	-23	-3
59	O=C(CNS(=O)(=O)c1ccc(Br)s1)N1CCN(c2ncccn2)CC1
 : 9	-12	8	-0.019	-23	0.4	-0.2	3	5
60	Cc1ccc2c(c1)C(=O)CC1(CCCCCC1)O2
 : -1	24	-8	0.43	-3	1.7	0.0	-6	-7
61	Cc1ccc(NC(=O)c2ccccc2OCC(=O)c2ccccc2)cc1
 : 14	-1	-9	-0.091	0	2.8	0.8	4	0
62	O=C(Oc1cccnc1)c1cc2ccccc2oc1=O
 : 18	4	1	0.037	-19	-2.1	0.3	17	-8
63	O=C(C1CCN(C2CC(=O)N(c3ccc(F)cc3)C2=O)CC1)N1CCOCC1 (stereo unspecified)
 : 2	-10	12	-0.34	-4	1.3	0.9	3	-5
64	Cc1ccc(C(=O)CN2C(=O)C(C)Oc3ccccc32)cc1 (stereo unspecified)
 : 4	-7	2	-0.48	-9	-0.1	0.3	1	-1
65	Cc1ccc(N(C(=O)CCC(=O)Nc2cc(C)on2)C(C(=O)NC2CCCC2)c2ccncc2)cc1 (stereo unspecified)
 : -8	1	·	-0.085	-21	-2.0	0.9	-8	-13
66	Cc1cccc(C)c1NC(=S)NC(=O)c1ccccc1F
 : 13	3	·	35*	-16	2.1	-0.7	7	-1

Some of the compounds tested; the hit share may differ from the screen's.
